IMPase Li cell: cell-permeable IMPase inhibitors with lithium potentiation; AID 1457; Potency, µM (highest dose often 59.4 µM), without a hit: at the top dose activity, negative = IMPase inhibition, usual class: inhibitors; 210,000 tested, 0.35% active; CHO-M1 cells, IP1 TR-FRET (IP-One), carbachol + lithium;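 note: IP1 builds up when IMPase is blocked and the TR-FRET signal falls; potency is the fitted concentration of half-maximal effect; plate controls were basal vehicle for no effect and high inhibitor control for full effect; nearly all actives have a fitted effect of over 50% in size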
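Test compounds were applied to CHO-M1 cells previously cultured for 16–30 h at 2000 per well. A small lithium amount accompanied them; after 30 min at 37C, IP1 was quantified by TR-FRET.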
CBFb-RUNX1 inh: inhibitors of human CBF-beta and RUNX1 interaction; Q01196+Q13951; AlphaScreen CBFb-His/RUNX1-biotin binding, biochemical; Potency, µM (series often up to 59.8 µM), for the others: at the top dose activity, negative = inhibition, usual class: inhibitors; 230,000 tested, under 10 active; note: % of control where 0% means no effect
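CBF-beta (His) and RUNX1 (biotin), 30 nM each; 20 min preassociation; + compound, 15 min; + beads 50 ng each (Ni, streptavidin), 90 min; RT; AlphaScreen read.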
aGal spleen mod: inhibitors or activators of human alpha-galactosidase in spleen homogenate. human spleen homogenate, 4MU-alpha-Gal fluorescence, 40 min. Potency, µM (top dose mostly 80 µM), without a hit: at the top dose activity change, negative = inhibition, most hits filed as inhibitors. 240,000 tested, 0.008% active. P06280. AID 2107;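 note: potency is the fitted concentration of half-maximal effect; 0% = enzyme with vehicle and -100% = no enzyme basal signal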
Target sequence (P06280 32-429 limits assumed): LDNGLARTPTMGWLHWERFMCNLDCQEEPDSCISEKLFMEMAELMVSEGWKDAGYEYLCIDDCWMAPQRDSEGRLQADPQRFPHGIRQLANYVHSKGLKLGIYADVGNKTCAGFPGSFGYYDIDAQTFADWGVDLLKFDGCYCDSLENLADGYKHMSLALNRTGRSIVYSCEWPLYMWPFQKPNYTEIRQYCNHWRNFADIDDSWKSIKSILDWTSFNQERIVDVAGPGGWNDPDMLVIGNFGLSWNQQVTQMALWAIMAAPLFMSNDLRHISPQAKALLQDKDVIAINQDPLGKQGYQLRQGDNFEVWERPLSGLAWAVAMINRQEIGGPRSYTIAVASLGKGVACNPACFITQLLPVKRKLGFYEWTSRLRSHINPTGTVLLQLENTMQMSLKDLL
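Fluorogenic readout (Ex 365/Em 440 nm) of 4-methylumbelliferone released from 1 mM 4-MU-alpha-galactoside by spleen homogenate, 40 min at 37C, pH 5.0. Data normalized to no-enzyme and enzyme controls; Hill-equation AC50 from compound titrations.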
KinaseGlo FLuc: counter-screen: inhibitors of Kinase-Glo firefly luciferase | Q27757 | Kinase-Glo luciferase, ATP luminescence, 8 min | Potency, µM (doses to about 38.3 µM), for the others: at the top dose activity change, negative = inhibition, hits mostly inhibitors | 200,000 tested, 0.28% active | AID 1379; note: potency is the fitted concentration of half-maximal effect; % is set by controls: 0 for no effect and ±100 for the full control effect; nearly all actives have a fitted effect of over 60% in size
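Compound is pinned into ATP-containing buffer (10 uM ATP, imidazole pH 7.2, 7 mM MgCl2). Kinase-Glo luciferase reagent is then added. Light output is recorded following an 8-min room-temperature incubation.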
NPSR antagonist: neuropeptide S receptor (human) antagonism, cAMP; CHO-NPSR cells, cAMP TR-FRET, antagonist mode; Potency, µM (titrated, usually from 38.3 µM), for the others: top-dose activity change, negative = inhibition, actives largely listed as inhibitors; 220,000 tested, 1% active; AID 1461; note: potency is the fitted concentration of half-maximal effect; % is set by controls: 0 for no effect and ±100 for the full control effect; nearly all actives have a fitted effect of over 50% in size; many of its hits are not listed in these tables
Target sequence (Q6W5P4 whole entry, looked up): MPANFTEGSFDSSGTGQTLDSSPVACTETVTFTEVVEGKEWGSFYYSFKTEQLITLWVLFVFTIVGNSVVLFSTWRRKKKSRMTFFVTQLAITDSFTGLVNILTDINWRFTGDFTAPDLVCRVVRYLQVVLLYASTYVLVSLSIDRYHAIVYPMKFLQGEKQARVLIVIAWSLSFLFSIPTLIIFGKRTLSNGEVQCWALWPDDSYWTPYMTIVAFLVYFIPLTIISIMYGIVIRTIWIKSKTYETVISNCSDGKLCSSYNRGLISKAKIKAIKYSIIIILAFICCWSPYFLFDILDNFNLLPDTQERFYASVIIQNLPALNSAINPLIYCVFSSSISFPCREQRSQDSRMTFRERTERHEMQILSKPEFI
Lamin A splicing: modulators of lamin A splicing | HeLa LMNA splicing GFP/RFP minigene ratio, 48 h | 200,000 tested, 0.01% active | Potency, µM (doses to about 46.1 µM), for inactives: top-dose ratio change, negative = inhibition, usual class: inhibitors; active = well fitted inhibition curve with a large enough effect in the signal ratio, with a control signal flat, not every such curve was filed as active; inconclusive = small, poorly fitted or top-dose-only effect, or effect the other way, or a change in a side signal; the % refers to the signal ratio; note: potency is the fitted concentration of half-maximal effect; % is set by controls: 0 for no effect and ±100 for the full control effect
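S3 HeLa stable clones carrying a lamin A-EGFP splicing minigene plus DsRed2 were seeded at 600 cells/well in Opti-MEM with 2% FBS, pin-dosed and incubated 48 h at 37°C. Acumen cytometry (488 nm) gave the GFP/RFP total-intensity ratio.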
Epigenetic derep: epigenetic control regulation, reporter derepression; murine LDR cells, GFP reporter derepression, 30 h; Potency, µM (top dose mostly 53.9 µM), inactives show top-dose GFP activation, usual class: activators; 280,000 tested, 0.2% active; AID 1865; note: potency is the fitted concentration of half-maximal effect; % of control where 0% means no effect; nearly all actives have a fitted effect of over 60% in size
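Murine LDR cells carrying a silenced, genomically integrated CMV-driven GFP reporter were exposed to compound for 30 hours at 37 C. After PBS washes, GFP-positive cells (20–120 um objects) were counted by laser-scanning microplate cytometry.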
The depositor's hits bear a star; ? = inconclusive; / = no result given; [ ] = another dose, or the depositor's remark. Unless noted, calls come from the whole dose curve; as a rule, active = well fitted curve in the direction sought with a large enough effect; inconclusive = small, poorly fitted or top-dose-only effect, or another doubt; inactive = no such curve, though single readings can be large; an effect the other way counts as inactive or inconclusive.

SMILES | IMPase Li cell | CBFb-RUNX1 inh | aGal spleen mod | KinaseGlo FLuc | NPSR antagonist | Lamin A splicing | Epigenetic derep
CCCCNC(=O)C1c2cc(OC)c(OC)cc2C(=O)N(C)C1c1cccs1 (centres undefined) | 0% | 2% | -5% | -2% | -30% | / | -1.2%
O=C(NCCC1=CCCCC1)C1CCN(Cc2cnn(-c3ccccc3)c2-n2cccc2)CC1 | 11%[38.3 µM] | 1% | -1% | -3% | -22%[46.1 µM] | ? | -0.9%
CCCCNC(=O)CSc1nnc(-c2ccc(S(=O)(=O)N3CCCC3)cc2)n1C | 2% | -7% | -4% | 1% | -10%[46.1 µM] | 5% | -0.8%
COc1ccc(C2N(c3cc(Cl)ccc3OC)C(=O)C3CCCN32)cc1OC (centres undefined) | -6%[38.3 µM] | 2% | -2% | -3% | -1%[46.1 µM] | 4% | -1.2%
COc1ccc(Nc2ncc3nc(-c4cccs4)c(=O)n(Cc4cccc(OC)c4)c3n2)cc1 | ? | / | -1% | / | / | ? | /
O=C(Nc1ccccc1C(=O)NC(Cc1ccccc1)C(=O)O)c1ccccc1 (centres undefined) | 9% | -1% | 2% | -1% | 15% | / | -2.6%
O=C(/C=C/c1cccc(Cl)c1)NCCN1CCOCC1 | -2% | 4% | -4% | 4% | 8% | -8% | -2.1%
COc1cccc(NC(=O)C2CCCN(S(=O)(=O)c3cccc4nonc34)C2)c1 (centres undefined) | -2% | 0% | 3% | 0% | -5% | / | ?
COc1ccc(NS(=O)(=O)c2ccc(OC)c3ccccc23)cn1 | 1%[38.3 µM] | 4% | -12% | 1% | -15%[46.1 µM] | ? | 0.9%
COc1ccccc1/C=C1\SC(=S)N(CCC(=O)NCCCN2CCOCC2)C1=O | 6% | 2% | -7% | 1% | -21% | 4%[46 µM] | -1.0%
CCc1c(O)nc(SCC(=O)Nc2nc3ccccc3s2)n(C2CCCCC2)c1=O | / | 5% | -5% | / | -8% | / | 0.1%
Cc1ccc(S(=O)(=O)NC(C)(C)CSc2nnc(Nc3ccccc3)s2)cc1 | 13%[38.3 µM] | -2% | 1% | 2% | ? | ? | -2.9%
S=C1NCCc2ccc(Cl)cc2C1c1ccccc1Cl (centres undefined) | 14% | -11% | 6% | 1% | -21%[46.1 µM] | -30% | 0.8%
CCSc1nnc(C)n1-c1ccc(C(=O)O)cc1 | 9%[38.3 µM] | 6% | -1% | -1% | -3%[46.1 µM] | 0% | -1.0%
CCOC(=O)Cn1nc(-c2ccccc2)c2ccccc2c1=O | 15%[38.3 µM] | 1% | 4% | -2% | -5%[46.1 µM] | 3% | -1.0%
CC(C)(C)C1CCc2onc(C(=O)NC3CCCC3)c2C1 (centres undefined) | 7%[38.3 µM] | -3% | -9% | -2% | -29%[46.1 µM] | ? | -1.9%
CC(C)C(N)C(=O)OCCOCn1cnc2c(=O)[nH]c(N)nc21 (centres undefined) | -5% | / | 11% | -11% | / | / | 4.0%
CC1Oc2ccccc2N(CC(=O)NCc2ccccc2)C1=O (centres undefined) | 1% | 1% | -6% | -11% | -2% | / | 0.0%
Cc1cc(C)cc(OCc2nnc(SCC(=O)OC3CCCCC3)o2)c1 | 8%[38.3 µM] | ? | -5% | 2% | -18%[46.1 µM] | 2% | -0.7%
CC1CCC2C(=O)N(c3ccc(C(=O)Oc4cccc5cccnc45)cc3)C(=O)C2C1 (centres undefined) | / | -4% | -6% | / | -26%[46.1 µM] | -18% | ?
CCOc1ccc(-n2c(SCc3nc(-c4cccs4)no3)nnc2-c2ccncc2)cc1 | 26%[38.3 µM] | -2% | 26% | 1% | -17%[46.1 µM] | 24% | -1.1%
COC(=O)Cc1ccc(N(Cc2ccccc2F)S(=O)(=O)c2ccc(Cl)cc2)cc1 | 10% | ? | 10% | 3% | -36% | 14% | 0.3%
O=C(CCC(=O)c1ccc(Oc2ccccc2)cc1)Nc1cccc(Cl)c1 | 6% | 5% | -8% | 0% | 10% | -8% | -1.0%
O=C(CCn1c(=O)oc2ccccc21)NCCN1CCc2ccccc2C1 | 10%[38.3 µM] | 11% | 8% | 3% | -1%[46.1 µM] | 1% | -0.8%
COc1ccc2[nH]cc(CCNC(=S)NC3CCCC3)c2c1 | 10% | -11% | -4% | -1% | 0% | ? | 0.0%
CCCC(=O)c1ccc(N2CCCCC2)c(F)c1 | 8% | 9% | 0% | 0% | -16% | 1%[46 µM] | -0.7%
Cc1ccc(OCc2cn3cccnc3n2)cc1 | -9% | -19% | 6% | -25% | 19% | ? | -3.9%
CC(C)CNC(=O)Cn1nc(C(F)(F)F)c2c1CCCC2 | 10% | 6% | -12% | 0% | -4% | 6%[46 µM] | 3.8%
O=C(Nc1cn(-c2ccccc2)nc1-c1cccs1)c1ccco1 | 8%[38.3 µM] | 3% | 2% | 14% | -3%[7.67 µM] | -9% | 1.9%
O=C(Nc1nccs1)[C@@H]1CCCN1C(=O)c1cccs1 | 4% | 1% | 3% | 1% | 10% | / | -1.5%
CO[C@H]1COC(=O)C/C=C\[C@@H](C)[C@H](OC)COC(=O)CCC[C@@H]1C | / | 3%[13.1 µM] | 0%[17.5 µM] | / | / | / | 0.0%[10.1 µM]
CSc1nsc(SC)c1NC(=O)OCc1ccccc1 | -6%[38.3 µM] | -1% | 3% | -5% | -11%[46.1 µM] | 4% | 7.5%
CCn1nc(C)cc1C(=O)N1CCc2c([nH]c3ccccc23)C1c1cc(F)ccc1F (centres undefined) | 8% | -7% | -4% | / | 55% | / | -0.2%
CC(C(=O)Nc1ccc([N+](=O)[O-])cc1)N1CCN(C/C=C/c2ccccc2)CC1 (centres undefined) | 13% | -13% | 0% | 0% | -4% | -27% | -1.1%
CC(C(=O)Nc1ccccc1-c1ccccc1)N1CCN(S(=O)(=O)c2ccccc2)CC1 (centres undefined) | 3% | -24% | 5% | 3% | -25%[46.1 µM] | 5% | 1.0%
O=C1CC(c2ccc(F)cc2)Cc2nc(NCc3ccco3)ncc21 (centres undefined) | ? | 3% | 0% | 1% | ? | 0% | 0.1%
COc1ccccc1NC(=O)COC(=O)C1CC2C=CC1C2 (centres undefined) | 2% | -6% | -8% | -4% | -9% | / | -4.0%
O=c1c(C(c2ccc(F)cc2)c2c(O)nc3n(c2=O)CCCS3)c(O)nc2n1CCCS2 | / | 4% | 3% | / | -2% | / | -1.2%
O=C(Nc1cnn(Cc2ccc(F)cc2)c1)c1cc(-c2ccco2)on1 | 20% | 7% | 4% | 1% | 10% | -21%[46 µM] | 0.0%
CC(C)NC(=O)NC(=O)CSc1nnc(C(F)(F)F)n1C | 1% | 10% | -3% | 1% | 3% | 3%[46 µM] | 1.1%

By substructure: the compounds so far containing a COOH group
SMILES | IMPase Li cell | CBFb-RUNX1 inh | aGal spleen mod | KinaseGlo FLuc | NPSR antagonist | Lamin A splicing | Epigenetic derep
O=C(Nc1ccccc1C(=O)NC(Cc1ccccc1)C(=O)O)c1ccccc1 (centres undefined) | 9% | -1% | 2% | -1% | 15% | / | -2.6%
CCSc1nnc(C)n1-c1ccc(C(=O)O)cc1 | 9%[38.3 µM] | 6% | -1% | -1% | -3%[46.1 µM] | 0% | -1.0%

(listing goes on)
SMILES | IMPase Li cell | CBFb-RUNX1 inh | aGal spleen mod | KinaseGlo FLuc | NPSR antagonist | Lamin A splicing | Epigenetic derep
c1ccc(-c2n[nH]nc2-c2ccccc2)cc1 | 3%[38.3 µM] | 4% | 9% | 3% | -13%[46.1 µM] | 26% | -1.1%
CCN1CCN(C(=O)c2ccc3c(=O)n(C4CCCC4)c(=S)[nH]c3c2)CC1 | 2%[38.3 µM] | 4% | 0% | 0% | -14%[46.1 µM] | 2% | 0.0%
O=C(Nc1cccc(F)c1)c1ccccc1 | -11%[38.3 µM] | 1% | 2% | -6% | 1%[46.1 µM] | 5% | -1.1%
CC(C)N(C(=O)C(F)(F)F)C(C(=O)NC1CCCCC1)c1ccncc1 (centres undefined) | -4% | 0% | 12% | -3% | 7%[46.1 µM] | -5% | -2.3%
CCCCC1=CC2=C(c3ccco3)C(=O)C(C)(OC(=O)c3cccs3)C(=O)C2=CO1 (centres undefined) | 24% | -24% | -2% | -1% | / | / | -1.1%
COc1ccccc1NC(=S)NC(=O)/C=C/c1cccs1 | -4% | -15% | -3% | 1% | -52% | 18%[9.22 µM] | -0.5%
COc1cccc(C(=O)CC(C(=O)O)c2ccc(F)cc2)c1 (centres undefined) | 5% | 8% | -4% | 0% | -10% | -14%[46 µM] | -0.4%
COc1cccc(OCc2nnc(SCC(=O)NCc3ccco3)n2CCc2ccccc2)c1 | -6%[38.3 µM] | -23% | 6% | -4% | -9%[46.1 µM] | 29% | 2.9%
O=C(Nc1cccc(O)c1)c1ccc([N+](=O)[O-])cc1Cl | -3% | 0% | 4% | 0% | 3% | / | -0.1%
CC(C)CNC(=O)NC(=O)CSc1nc2ccccc2n1CC(C)C | 20%[38.3 µM] | 0% | 9% | -3% | -15%[46.1 µM] | -21% | 0.1%
Cc1ccc(C(=O)n2c3ccccc3c3ccccc32)cc1 | 49%[activator][38.3 µM] | 23% | 10% | -6% | -12%[46.1 µM] | ? | -2.9%
Cc1ccc(Cl)cc1N(CC(=O)Nc1cccc(N(C)S(C)(=O)=O)c1)S(C)(=O)=O | 5% | 3% | 10% | -3% | -8% | -10%[46 µM] | 0.0%
COc1cc(C=O)ccc1Oc1nnnn1-c1ccccc1 | / | 15% | 4% | / | 18% | / | 0.0%
Cc1ccc(-c2nc(N)n(S(=O)(=O)c3ccc(C)cc3)n2)cc1 | 0% | 6% | -4% | / | -18% | / | -1.1%
CC(C)c1ccc2oc3nc(N)c(C(=O)O)cc3c(=O)c2c1 | / | 6% | 14% | / | -23% | / | -1.1%
COc1ccc(C2C(C(C)=O)=C(O)C(=O)N2CCc2ccccc2)c(OC)c1 (centres undefined) | -5%[38.3 µM] | 1% | -1% | 0% | -12%[46.1 µM] | -6% | 0.0%
CCc1nnc(NC(=O)c2ccc(COc3ccc(C)cc3)o2)s1 | -2% | 8% | 4% | 0% | -13%[46.1 µM] | -8% | 0.9%

3 entries from above, sorted by length of the SMILES, low to high:
SMILES | IMPase Li cell | CBFb-RUNX1 inh | aGal spleen mod | KinaseGlo FLuc | NPSR antagonist | Lamin A splicing | Epigenetic derep
CC(C)NC(=O)NC(=O)CSc1nnc(C(F)(F)F)n1C | 1% | 10% | -3% | 1% | 3% | 3%[46 µM] | 1.1%
COc1cccc(C(=O)CC(C(=O)O)c2ccc(F)cc2)c1 (centres undefined) | 5% | 8% | -4% | 0% | -10% | -14%[46 µM] | -0.4%
CCCCNC(=O)C1c2cc(OC)c(OC)cc2C(=O)N(C)C1c1cccs1 (centres undefined) | 0% | 2% | -5% | -2% | -30% | / | -1.2%

Compound activity from PubChem.

The list is partial; the hit share may differ from the screen's.
